HEK293 NOD2/NF-kB = inhibition of NOD2-driven NF-kB reporter – cell-based, luminescence, uHTS, HEK293 (AID 1566). HEK293 NOD2/NF-kB luciferase reporter, luminescence; higher % means a stronger effect. one-dose inhibition, % at 4 µM; EC50 in µM for titrated hits. 290,000 compounds, 0.63% hits; note: many of its hits are not listed in these tables
GPR55 activation = GPR55 agonists via beta-arrestin recruitment, primary screen, imaging, U2OS cells, beta-arrestin-GFP redistribution (AID 1961); U2OS GPR55 beta-arrestin-GFP redistribution imaging; higher % means a stronger effect; 290,000 compounds, 0.048% hits; one-dose activation, % at 10 µM; EC50 in µM for titrated hits;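 active = activation above 40% with more than 50 cells counted in the well; inconclusive = wells holding fewer than 50 cells, flagged as toxic or sparse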;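 note: U2OS osteosarcoma cells stably expressing GPR55 and beta-arrestin-GFP; plate controls were DMSO negative control for no effect and LPI positive control for full effect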
GPR55 LPI antagonism = GPR55 antagonists blocking LPI-driven arrestin recruitment, primary screen, imaging, U2OS, beta-arrestin-GFP, LPI agonist (AID 2013). inhibition, % at 10 µM, or IC50 in µM where a hit was titrated. 290,000 compounds, 0.13% hits. U2OS GPR55 beta-arrestin-GFP translocation imaging, LPI antagonism; higher % means a stronger effect;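 active = spots per cell inhibited over 60%, with over 100 cells counted and total cytoplasm intensity under 500,000; inconclusive = wells with under 100 cells, flagged as likely toxic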;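 note: U2OS cells stably carrying GPR55 and arrestin-GFP stimulated by 5 µM LPI near EC80; imaged beta-arrestin-GFP aggregate spots per cell after agonist stimulation; plate controls were LPI-stimulated DMSO wells for no effect and DMSO wells without LPI for full effect; some results filed as inactive read as strong as hits; confirmed hits need IC50 under 10 µM and bright autofluorescent wells are also inconclusive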
HIV peptide binding = cell-free HIV fusion peptide-binding blockers – biochemical, uHTS, fluorescence dequenching, primary screen (AID 1986) | 290,000 compounds, 0.3% hits | inhibition, % at 20 µM, or IC50 in µM where a hit was titrated | cell-free peptide binding, fluorescence dequenching, 30 min; higher % means a stronger effect; in the data active = inhibition mostly above about 52%, no sharp cut-off; inactive = mostly below about 76%; note: some results filed as inactive read as strong as hits
KOR beta-arrestin-1 = kappa opioid receptor blockers – cell-based, luminescence, uHTS (AID 1778); KOR beta-arrestin recruitment, luminescence, antagonist mode; higher % means a stronger effect; inhibition, % at 10 µM; hits with a dose series show IC50 in µM; 290,000 compounds, 0.091% hits; note: strong numbers were not always called active
NOD1 NF-kB reporter = inhibition of NOD1-driven NF-kB reporter – cell-based, luminescence, uHTS, primary screen (AID 1578); 290,000 compounds, 1% hits; NOD1-driven NF-kB luciferase reporter cells, luminescence; higher % means a stronger effect; inhibition, % at 4 µM, or EC50 in µM where a hit was titrated; in the data active = inhibition mostly above about 36%, no sharp cut-off; inactive = mostly below about 34%;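 note: HEK-293T reporter cells stimulated with the NOD1 agonist gamma-tri-DAP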
KOR beta-arrestin-2 = KOR agonists, beta-arrestin recruitment, primary screen, cell-based, luminescence, uHTS (AID 1777). KOR beta-arrestin recruitment, luminescence; higher % means a stronger effect. activation, % at 10 µM, or EC50 in µM where a hit was titrated. 280,000 compounds, 0.02% hits; in the data active = activation above about 50%, passing the limit was not always enough; note: a part of the inactive calls stands beside numbers as strong as those of hits
SV40 large T antigen = TAg ATPase/helicase activity blockers – biochemical (AID 1903) | SV40 large T antigen ATPase/helicase inhibition assay; higher % means a stronger effect | 310,000 compounds, 0.39% hits | one-dose inhibition, % at 20 µM; IC50 in µM for titrated hits; in the data active = a potency from the dose series; inconclusive = inhibition mostly from about 32% at the one dose, without a potency; inactive = the rest, 99 in 100 with inhibition below about 32%; note: strong numbers were not always called active
MgcRacGAP inhibition = MgcRacGAP GTPase-activating activity inhibitors, confirmation, biochemical, ADP Hunter fluorescence; MgcRacGAP-stimulated Rac1 GTP hydrolysis, ADP Hunter fluorescence; higher % means a stronger effect; GST-tagged Rac1 F28L mutant substrate; inhibition, % at 30 µM, or IC50 in µM where a hit was titrated; 340,000 compounds, 0.6% hits;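 active = first-screen hits whose inhibition reached a set limit at any dose in the follow-up dose series; inconclusive = inhibition above the set first-screen limit but never retested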;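 note: fluorescence reports GDP produced by GAP-driven GTP hydrolysis; strong numbers were not always called active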
* marks the source's active call; other numbers are inactive results; u = inconclusive; x = no result given; [ ] = another dose, or the depositor's remark. Cut-off read from the data, not from the text of the source, unless noted: active = inhibition above about 50%; inactive = the rest. These rows are one share of the data; rates above refer to the full screens.

smiles,HIV peptide binding,SV40 large T antigen,MgcRacGAP inhibition,KOR beta-arrestin-2,NOD1 NF-kB reporter,HEK293 NOD2/NF-kB,KOR beta-arrestin-1,GPR55 activation,GPR55 LPI antagonism
COC(=O)c1ccc(NC(=O)C(=O)N2CCN(C(=S)NCCc3ccccc3)CC2)cc1,-2.1%,1%,3%,-1.7%,-40%,3%,15%,-0.2%,12%
O=C(Nc1cccc(Cl)c1)c1ccc2ncsc2c1,-1.6%,25%,5%,-5.3%,-8%,-39%,-2%,0.0%,5%
Cc1cccc(C)c1NC(=O)COC(=O)c1ccc(N2CCCC2)c([N+](=O)[O-])c1,-2.4%,5%,5%,6.5%,-37%,-23%,-41%,-0.3%,-3%
Nc1ccc2nc(-c3ccc(N)c(Cl)c3)[nH]c2c1,-9.0%,u,u,-4.4%,-20%,-14%,-22%,-0.1%,7%
COc1cc(/C=C(\C#N)c2nc3ccccc3[nH]2)c([N+](=O)[O-])cc1OCc1ccccc1,5.4%,-1%,17%,0.8%,14%,4%,-1%,0.7%,7%
COc1ccc(C(=O)NC(NC(=O)c2ccc(OC)cc2)c2ccccc2F)cc1,2.4%,7%,1%,0.4%,-17%,-21%,-61%[20 µM],0.1%,6%
O=C(COc1ccccc1)N1CCN(c2ccc([N+](=O)[O-])c(N3CCCCC3)c2)CC1,-3.4%,4%,1%,3.5%,2%,7%,2%,0.2%,2%
COc1cccc(-c2nnn(CCc3nn[nH]n3)n2)c1,1.6%,5%,9%,3.4%,-1%,4%,-57%,-0.2%,2%
O=C(O)CC(NC(=O)C12CC3CC(CC(C3)C1)C2)c1ccc2c(c1)OCO2 (configuration not stated),-1.1%,6%,-3%,1.9%,-34%,13%,-2%,-0.6%,9%
CCOC(=O)c1sc2nc(C)cc(-c3ccccc3)c2c1N,-0.2%,2%,13%,-2.4%,-4%,21%,10%,0.3%,2%
O=C(Nc1cccc(NC(=O)c2cccs2)c1)c1ccc2c(c1)OCO2,1.3%,6%,8%,-1.9%,-41%,0%,7%,0.3%,1%
Cc1[nH]c2ccccc2c1C(=O)CN1CCSCC1,11%,4%,10%,15%,4%,8%,11%,-0.2%,8%
C1CCCC(NC2=NCCO2)CCC1,0.3%,1%,3%,2.3%,2%,11%,32%,0.3%,11%
Cc1cc(C(=O)N/N=C/c2cccn2C)no1,5.1%,6%,-2%,-1.2%,-14%,3%,9%,-0.3%,4%
S=C(NCc1ccco1)N/N=C/c1ccncc1,0.3%,4%,3%,0.5%,-5%,9%,-4%,0.0%,7%
Cc1ccc(CCC(=O)Nc2ccccc2C(=O)O)o1,1.0%,1%,6%,0.0%,-41%,-17%,-33%,-0.2%,1%
C=CCN=C1SCC(=O)N1S(=O)(=O)c1ccc(C)cc1,1.6%,18%,4%,-0.4%,-17%,-9%,11%,-0.2%,0%
O=C(NC1CCCCCC1)c1ccc(N2CCCC2=O)cc1,-0.7%,8%,1%,0.7%,-38%,-67%,17%,-1.0%,16%
CCc1ccc(Nc2ncc3c(n2)CC(c2ccc(OC)cc2)CC3=O)cc1 (configuration not stated),-0.9%,7%,7%,0.0%,2%,1%,28%,-0.2%,2%
COc1ccc2[nH]cc(C(=O)CN(C)CCc3ccc(OC)c(OC)c3)c2c1,2.3%,6%,0%,-2.1%,-11%,6%,14%,0.2%,12%
COCCCNC(=O)Cn1c(=O)oc2cc(S(=O)(=O)N3CC(C)CC(C)C3)ccc21 (configuration not stated),1.0%,5%,-7%,6.9%,2%,19%,-39%,-0.2%,0%
COc1ccc(C2C(C(=O)NCc3cccnc3)c3ccccc3C(=O)N2C)cc1OC (configuration not stated),15%,-1%,6%,3.1%,-31%,-1%,-26%,-0.1%,0%
Cc1cc(C)c(S(=O)(=O)Nc2nccs2)c(C)c1,4.4%,8%,14%,3.9%,9%,7%,-46%[20 µM],-0.1%,3%
Cc1nc(N2CCCCC2)c2sc(=S)n(C)c2n1,-3.2%,-3%,5%,-1.0%,4%,25%,6%,-0.2%,7%
COC(=O)CNc1nc(OC)nc(N(C)C)n1,1.1%,-4%,5%,7.6%,-7%,1%,-3%,-0.1%,1%
CC(C)CSc1ccc(S(=O)(=O)NCC(=O)O)cc1[N+](=O)[O-],0.8%,15%,4%,-3.3%,-34%,6%,2%,-0.2%,-15%
CCCC(=O)Nc1nc2ccc(NC(=O)c3cccnc3)cc2s1,-1.5%,5%,5%,-3.0%,6%,-10%,18%,-0.1%,-3%
Cc1ccc2cc3c(NC(=O)c4ccco4)nn(CC(C)C)c3nc2c1,2.9%,-3%,-3%,4.9%,-5%,14%,-1%,-0.1%,2%
O=C(CC1CCCC1)NCCc1cn2ccccc2n1,-3.7%,3%,-1%,0.6%,11%,3%,-1%,-0.1%,-17%
CC(CCc1ccccc1)NS(=O)(=O)c1ccccc1 (configuration not stated),-0.8%,3%,3%,-0.2%,22%,30%,9%,-0.1%,2%
Cc1c(N=C2SCC(=O)N2/N=C/c2ccccc2Cl)c(=O)n(-c2ccccc2)n1C,-0.2%,24%,-6%,-3.2%,-1%,-4%,-32%,-0.1%,-10%
COc1cccc(NC(=O)COc2ccc(N3CC(C(=O)NCC(C)C)CC3=O)cc2)c1 (configuration not stated),-0.3%,6%,5%,-1.6%,-23%,-20%,-16%,-0.1%,4%
CCCN1CCN(c2ccc(S(N)(=O)=O)cc2[N+](=O)[O-])CC1,-1.7%,18%,1%,-1.2%,-30%,-4%,8%,-0.2%,0%
CSc1nn2c(C(F)(F)F)cc(C(F)(F)F)nc2c1C(N)=O,-0.3%,10%,-9%,-2.0%,-2%,-3%,6%,0.2%,-6%
CC(=O)N1CCN(CC(=O)c2ccc(Br)cc2)CC1,-0.4%,6%,6%,-2.8%,-20%,7%,x,-0.4%,-13%
CN(C)S(=O)(=O)N1CCN(S(=O)(=O)c2ccccc2)CC1,-2.4%,9%,6%,-1.2%,-5%,4%,23%,0.2%,14%
Cc1cc(SCC(=O)c2cc(C)n(C)c2C)nc2ccccc12,9.6%,21%,2%,3.7%,56%,26%,-30%,-0.2%,-14%
Cc1c(Cc2ccccc2)sc(/N=C/c2c(O)ccc3ccccc23)c1C(N)=O,54%,10%,20%,5.0%,11%,13%,-32%,1.2%,-5%
Cc1oc(-c2ccccc2F)nc1CS(=O)CC(=O)NCc1ccc(F)cc1 (configuration not stated),-0.5%,7%,-3%,-0.5%,-4%,13%,7%[20 µM],-0.1%,7%
CCOc1ccc(/C=N/Nc2ccc(Cl)nn2)c(O)c1,-2.4%,8%,10%,0.5%,-22%,5%,-18%,-0.2%,5%
COc1ccccc1P(=O)(Cc1ccccc1[N+](=O)[O-])c1ccccc1 (configuration not stated),-1.5%,5%,5%,-2.4%,-7%,-4%,18%,-0.1%,3%
CCC(C)C(NC(=O)c1ccccc1NC(=O)c1ccccc1)C(=O)N1CCOCC1 (configuration not stated),0.3%,8%,4%,13%,-6%,3%,-16%,-0.3%,14%
COc1ccc(CNC(=O)C2CCN(S(=O)(=O)c3c(C)noc3/C=C/N(C)C)CC2)cc1,-1.5%,3%,-33%,3.1%,-3%,20%,-16%,-0.2%,0%
CC1CN(C(=O)c2cc3cc(Cl)cc(Cl)c3oc2=O)CC(C)O1 (configuration not stated),3.4%,19%,0%,3.4%,-34%,-6%,35%,-0.1%,13%
O=C(c1cc(-c2ccccc2)n[nH]1)N1CCN(S(=O)(=O)c2ccccc2)CC1,-0.8%,x,6%,-6.2%,-26%,7%,-24%[20 µM],-0.3%,-2%
Cc1ccc(N(CC(=O)NCc2ccccn2)S(=O)(=O)c2ccccc2)cc1C,1.6%,12%,6%,-7.8%,2%,-16%,14%,0.3%,u
COc1cc(/C=N/Nc2cccc3cccnc23)cc(OC)c1O,1.3%,19%,39%,-0.2%,51%*,16%,-24%,0.5%,4%
CC1=C(C(=O)N2CCc3ccccc32)C2(CCC(C)CC2)OC1=O (configuration not stated),9.5%,-5%,4%,1.2%,7%,17%,-3%,-0.1%,5%
Cc1nn(-c2ccccc2)c(C)c1/C=N/NC(=O)c1cc(C23CC4CC(CC(C4)C2)C3)[nH]n1,0.0%,0%,-3%,-2.1%,-37%,-89%,-48%,-0.3%,19%
CN(C)Cc1c(C(=O)N/N=C/CCc2ccccc2)nnn1-c1nonc1N,-1.0%,0%,2%,3.0%,-26%,-7%,-32%,-0.2%,1%
CCOC(=O)c1[nH]c2c(c1-c1ccc(OC)cc1)C(=O)CC(c1ccc(OC)c(OC)c1)C2 (configuration not stated),-3.0%,25%,-2%,3.3%,-16%,28%,-5%,-0.3%,12%
Cc1cccc2c(=O)cc(C)n(CC(=O)N3CCCCC3)c12,-0.8%,-3%,5%,0.8%,3%,12%,-11%,0.2%,-4%
CC1CCc2c(sc3ncnc(SCC(=O)Nc4ccc(C(=O)O)cc4)c23)C1 (configuration not stated),45%,13%,6%,1.0%,35%,27%,-7%,1.3%,0%
CC1CCN(Cc2nnnn2CCCC(=O)NCC(C)(C)N2CCOCC2)CC1,-1.4%,2%,18%,-0.1%,-37%,4%,-1%,0.3%,4%
O=c1[nH]c(SCCN2CCOCC2)nc(O)c1-c1ccccc1,1.5%,9%,13%,-1.9%,-9%,-1%,21%,0.3%,6%

Bioassay records from PubChem BioAssay.
